LGR2 inh: inhibitors of bursicon-induced LGR2 CRE-luciferase signal, primary screen, cell-based, HEK293, CRE-luciferase reporter, bursicon stimulation; hit rate 0.35% among 380,000; bursicon-stimulated, 4 h; Drosophila bursicon receptor LGR2 (rickets); inhibition, % at 9.99 µM; AID 720647, 2013;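 active means drop in luminescence signal, shown as inhibition above about 50% in the replicate tests, limit read from the data, passing the limit was not always enough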;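 further: agonist challenge used bursicon conditioned medium at about half maximal strength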
S100A4 inh HTS: inhibitors of S100A4-myosin IIA peptide binding, primary screen, biochemical, fluorescence polarization, TAMRA-MyoIIA peptide; Protein S100-A4 (Homo sapiens), P26447; inhibition, % at 10.7 µM; hit rate 0.14% among 360,000; AID 652163, 2013;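 active means mean inhibition of at least 70% across replicates, with every replicate also reaching that level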
Target sequence (P26447 whole entry, looked up): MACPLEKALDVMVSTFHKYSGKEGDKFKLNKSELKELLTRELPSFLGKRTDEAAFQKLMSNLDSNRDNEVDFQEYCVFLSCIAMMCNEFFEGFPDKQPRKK
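Material: S100A4 monomer protein | Medium: HEPES pH 7.2 with CaCl2, KCl, NaCl, DTT, Triton | Reagent: Labelled myosin peptide probe, 5 nM | Doses: One dose per compound | Times: 5 min incubation before reading | Benchmarks: Neutral control DMSO, positive control TFP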
EWS-Fli inh: EWS/Fli-driven NR0B1 reporter inhibitors, primary screen, A673 cells, NR0B1 luciferase, luminescence, MLPCN library | viability-normalised | inhibition, % at 12.6 µM | hit rate 0.67% among 350,000 | AID 651661, 2012;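 active means mean inhibition of at least 50% after viability correction, with every replicate also passing that limit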;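 further: firefly luciferase signal divided by Alamar Blue viability fluorescence both relative to DMSO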
PAX8 inh HTS: inhibitors of PAX8-driven TPO luciferase reporter, primary screen, RMG-I cells, single concentration | hit rate 1.2% among 360,000 | AID 652154, 2013 | inhibition, % at 12.6 µM | SteadyGlo, 24 h;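 active means mean replicate inhibition at least 60% with every replicate also reaching 60%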;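 further: luciferase light reporting Pax8 driven TPO promoter activity; plate controls were median of neutral control wells for no effect and mitoxantrone controls for full effect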
FN deposit inh: inhibitors of fibronectin matrix deposition, primary screen, AH1F cells, Alexa488-fibronectin fluorescence, plate reader | AH1F fibroblasts, overnight | inhibition, % at 12.6 µM | hit rate 0.086% among 350,000 | AID 743247, 2014;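 active means mean inhibition across replicates of 30% or more, regardless of how many single replicates reach that level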;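 further: positive control wells lacked labelled fibronectin entirely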
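Assay system: AH1F fibroblast monolayer, labelled fibronectin deposition. Amount: 10000 cells per well. Also added: labelled fibronectin 24 nM. Compound: single-point pinned compound. Incubation: cell attachment 1 h, compound and FN exposure overnight. Detection: fluorescence after three HBSS washes, excitation 485 nm, emission 525 nm. Read-out: inhibition of fibronectin deposition signal.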
PglD inh: C. jejuni PglD acetyltransferase inhibitors, primary screen, biochemical, DTNB colorimetric, single point. UDP-N-acetylbacillosamine N-acetyltransferase PglD (Campylobacter jejuni). purified PglD enzyme, DTNB colorimetric CoA detection. inhibition, % at 12.5 µM. hit rate 0.098% among 360,000. AID 602405, 2012; in the data active means inhibition above about 16%, passing the limit was not always enough; further: strong numbers were not always called active
PGC1a acetyl inh: inhibitors of PGC1a acetylation signal, primary screen, cell-based, U2OS, AlphaScreen, inhibitor mode; inhibition, % at 15.6 µM; AlphaScreen anti-acetyl-lysine; with virally co-expressed GCN5 acetyltransferase; hit rate 0.17% among 350,000;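 active means every replicate shows inhibition of at least 40%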;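 further: 0% = neutral control wells and 100% = positive control wells; some results beyond the cut were filed as inactive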
ERAP1 HTS inh: human ERAP1 aminopeptidase inhibitors, primary screen, biochemical, single point, plate reader | Endoplasmic reticulum aminopeptidase 1 (Homo sapiens), Q9NZ08 | recombinant ERAP1, Leu-AMC fluorescence, 60 min | inhibition, % at 10.7 µM | hit rate 0.15% among 340,000 | AID 652197, 2013;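 active means mean replicate inhibition of at least 30%, or all replicates individually reaching that 30% level; inactive means mean below 30% and not every replicate reaching it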;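 further: 0% = neutral control wells and 100% = L-leucinethiol positive control wells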
Target sequence (Q9NZ08 whole entry, looked up): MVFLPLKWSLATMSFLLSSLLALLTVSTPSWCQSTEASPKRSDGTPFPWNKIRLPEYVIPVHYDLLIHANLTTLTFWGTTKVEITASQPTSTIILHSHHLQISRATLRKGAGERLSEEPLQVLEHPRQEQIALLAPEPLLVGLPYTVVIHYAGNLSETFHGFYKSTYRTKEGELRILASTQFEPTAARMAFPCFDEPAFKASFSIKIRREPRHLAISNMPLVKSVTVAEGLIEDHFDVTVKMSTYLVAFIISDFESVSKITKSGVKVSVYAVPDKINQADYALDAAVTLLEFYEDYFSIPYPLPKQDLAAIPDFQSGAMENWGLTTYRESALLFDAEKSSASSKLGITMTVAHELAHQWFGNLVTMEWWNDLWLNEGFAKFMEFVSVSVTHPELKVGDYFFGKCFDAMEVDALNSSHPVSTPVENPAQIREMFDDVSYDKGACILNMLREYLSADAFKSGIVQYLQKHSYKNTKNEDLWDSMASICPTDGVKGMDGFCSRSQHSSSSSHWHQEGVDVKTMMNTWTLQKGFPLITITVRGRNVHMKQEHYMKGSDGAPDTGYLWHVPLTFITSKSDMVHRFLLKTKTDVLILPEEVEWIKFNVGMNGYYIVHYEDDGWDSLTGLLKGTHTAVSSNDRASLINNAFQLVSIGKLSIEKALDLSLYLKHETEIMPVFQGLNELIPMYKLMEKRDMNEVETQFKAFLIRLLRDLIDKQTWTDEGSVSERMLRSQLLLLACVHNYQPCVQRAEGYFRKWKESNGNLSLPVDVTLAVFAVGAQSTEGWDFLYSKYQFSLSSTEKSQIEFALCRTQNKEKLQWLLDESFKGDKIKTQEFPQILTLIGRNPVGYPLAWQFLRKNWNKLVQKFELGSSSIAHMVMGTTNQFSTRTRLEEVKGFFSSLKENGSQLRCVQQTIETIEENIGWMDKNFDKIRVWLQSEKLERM
Active calls of the source: *; x = no result given.

canonical_smiles,S100A4 inh HTS,FN deposit inh,PglD inh,PGC1a acetyl inh,ERAP1 HTS inh,PAX8 inh HTS,LGR2 inh,EWS-Fli inh
CS(=O)(=O)c1ccc(NC(=O)CCN2C(=O)NC3(CCCC3)C2=O)cc1,0,7,-4,-5,2,-9,-4,2
COc1cccc(NC(=O)c2cc3c(=O)n4ccccc4nc3n(CC(C)C)c2=N)c1,4,11,2,-5,0,-4,x,-6
C[C@@H]1CN([C@@H](C)CO)C(=O)c2cc(NC(=O)CCC(F)(F)F)ccc2O[C@@H]1CN(C)Cc1ccccc1,0,x,2,-1,-1,9,10,0
C[C@H]1CN([C@@H](C)CO)C(=O)Cc2cc(NS(=O)(=O)c3ccc(F)cc3)ccc2O[C@@H]1CN(C)S(=O)(=O)c1ccc(Cl)cc1,x,x,-1,-17,x,0,8,-1
O=C(Oc1cccc(NC(=O)c2ccco2)c1)c1ccc(Br)c(S(=O)(=O)N2CCCCC2)c1,x,-8,-1,-2,x,-26,x,x
CC(=O)Nc1ccc2nc(-c3cccn3C)[nH]c2c1,4,10,-1,-31,5,-53,-15,-49
COCCNC(=O)C[C@H]1C[C@H]2c3cc(NC(=O)c4ccc5c(c4)OCO5)ccc3O[C@H]2[C@H](CO)O1,-2,x,-2,-2,1,-20,15,-8
CNC[C@@H]1OCCCC[C@H](C)Oc2ccc(NC(=O)Nc3ccc(OC)cc3)cc2C(=O)N([C@H](C)CO)C[C@@H]1C,28,1,1,-9,-2,-25,29,1
CC[C@H](C)[C@H](NC(N)=O)C(=O)NCCc1ccc(OC)c(OC)c1,-6,-7,x,-3,-1,9,x,1
CCN1CCc2[nH]c3ccccc3c2C1,-10,-2,7,-7,2,-10,-8,0
O=C1CSC(=S)N1/N=C/c1c(F)cccc1F,1,-4,-7,x,-10,1,-2,-18
CC(=O)N1CC23C=CC(CC2CC12CCCCCC2)O3 (stereo unspecified),-13,-8,-2,5,2,-2,4,0
CCS(=O)(=O)N1CCC(C(=O)NCc2cccc(OC)c2)CC1,0,x,4,7,-1,x,-21,-4
CCNC(=O)COC(=O)C1C(C(=O)OCC)=C(C)NC(C)=C1C(=O)OCC,x,-6,-2,11,x,13,x,x
CN(CC(=O)Nc1ccccc1Br)C(=O)c1ccccc1OCc1ccc(F)cc1,-2,-5,-8,-3,2,2,29,0
O=C(CSc1nnnn1Cc1ccccc1)N1CCN(c2ccccc2)CC1,x,2,-1,-1,x,10,x,x
CCCCN(C(=O)CCC(=O)OCC(=O)NCc1ccccc1)c1c(N)n(CCC)c(=O)[nH]c1=O,9,0,-103,x,0,5,8,-11
CCOCCOC(=O)C1=C(C)N(C)C(=O)NC1c1cc(Cl)c(O)c(OCC)c1 (stereo unspecified),x,-6,4,-13,x,-17,x,x
O=C(c1cccc(S(=O)(=O)Nc2ccccc2Cl)c1)N1CCN(c2ccccc2O)CC1,-5,27,x,4,1,4,10,2
COc1ccc(NC(=O)N2CCN(S(=O)(=O)c3ccc(F)cc3)CC2)c(OC)c1,-4,-3,0,x,-2,20,-4,x
COc1ccc(S(=O)(=O)N(C)C[C@H]2Oc3ccc(NC(=O)C4CCCCC4)cc3CC(=O)N([C@@H](C)CO)C[C@@H]2C)cc1,8,x,0,-1,-2,-22,-7,-2
CNc1nccc(-c2ccc(Cl)cc2)c1C#N,-1,-11,x,-2,2,-10,-11,-6
CCOc1ccc(NC(=O)CS(=O)CC(=O)N(CC(=O)NC(C)(C)C)C2CCCC2)cc1 (stereo unspecified),2,4,-2,-4,2,-10,13,3
C[C@H]1CN([C@@H](C)CO)C(=O)Cc2cc(NS(=O)(=O)c3cn(C)cn3)ccc2O[C@H]1CN(C)Cc1ccc(C(=O)O)cc1,-9,x,-1,3,0,4,-2,-12
CCOC(=O)CCCCCC(=O)Nc1ccc2c(c1)C(=O)N([C@H](C)CO)C[C@@H](C)[C@@H](CN(C)S(=O)(=O)c1ccc(C)cc1)OCCCC[C@H](C)O2,-2,-7,x,x,x,-14,8,-5
Cn1cc([N+](=O)[O-])c(C(=O)N(Cc2ccccc2)Cc2ccccc2)n1,x,0,x,x,x,-3,-15,3
CC(C)(C)c1ccc(-c2noc(-c3ccno3)n2)cc1,-8,-14,1,2,5,-215,-35,-56
CCn1cc(CN2CCCC(CNC(=O)COc3ccccc3OC)C2)c(C)n1 (stereo unspecified),-5,8,-4,-2,0,6,1,x
C[C@@H]1CN([C@H](C)CO)C(=O)c2cccc(NC(=O)C3CC3)c2O[C@@H]1CN(C)S(=O)(=O)c1ccccc1,-4,x,-1,x,4,2,3,-7
COc1ccc(CN(C)C[C@H]2OCCCC[C@@H](C)Oc3ccc(NS(=O)(=O)c4ccc(Cl)cc4)cc3C(=O)N([C@@H](C)CO)C[C@H]2C)cc1,1,0,0,-12,-1,8,24,5
CCN(CC)S(=O)(=O)c1ccc2c(c1)nc(SCC(=O)N1CCCCCC1)n2-c1ccc(OC)cc1,x,-6,-1,-38,x,32,x,x
CC1Sc2ccc(S(=O)(=O)CCC(=O)NCc3cccs3)cc2NC1=O (stereo unspecified),0,-2,-3,3,-2,10,2,6
Cc1cc(C(=O)Nc2cccc3c2O[C@@H](CN(C)C(=O)Nc2c(C)noc2C)[C@@H](C)CN([C@H](C)CO)C3=O)n(C)n1,-19,-1,0,18,1,x,2,-8
CS(=O)(=O)N(CC(=O)N1CCCC1)c1ccc(OCc2ccccc2)cc1,-3,x,3,-5,-1,x,0,-2
C[C@H]1CN([C@@H](C)CO)C(=O)c2cccc(NS(=O)(=O)c3cccs3)c2O[C@@H]1CN(C)Cc1ccc(C(=O)Nc2ccccc2N)cc1,41,x,x,1,0,1,13,7
COc1cc(C(O)P(=O)(OC(C)C)c2ccc(N(C)C)cc2)cc(OC)c1OC (stereo unspecified),x,-9,2,-3,x,27,x,x
CCOC(=O)C1CCCN(C(=O)c2ccc([N+](=O)[O-])c(C)c2)C1 (stereo unspecified),x,-2,2,13,x,-2,26,x
N#C/C=C/N1CCN(C(=O)c2ccco2)CC1,-3,-4,4,0,0,0,-2,7
Cc1ccc(CNc2nc(C)c(C(=O)N(C)C)s2)cc1,-7,1,3,-1,-3,-26,6,-28
CCC(CC)c1nnc(NC(=O)CCc2ccc(OC)cc2)s1,0,1,3,-3,3,17,0,-3
C/C=C/c1ccc([C@@H]2[C@H](CO)N(S(=O)(=O)Cc3ccccc3)C23CN(C(=O)C2CCOCC2)C3)cc1,-5,x,x,4,2,x,7,-4
N=C1/C(=C\c2ccc(-c3cc(Cl)cc(Cl)c3)o2)C(=O)N=C2SC=C(c3ccccc3)N12,x,6,-9,-13,x,-6,9,x
CCN(CC)C(=O)CN1C(=O)NC2(CCc3ccccc3C2)C1=O (stereo unspecified),2,x,x,x,2,15,-10,1
CCOC(=O)c1cc2c(=O)n3ccccc3nc2n(Cc2ccccc2)c1=N,19,x,-3,42,0,5,x,x
CCOC(=O)c1c(C)[nH]c(C(=O)CN2C(=O)NC(C)(C)C2=O)c1C,-3,-1,-7,x,1,-5,-24,-3
Cc1cccc2sc(N3CCN(C(=O)C4COc5ccccc5O4)CC3)nc12 (stereo unspecified),-4,17,-4,x,0,32,6,-2
Cc1ccc(OCc2cc(C(=O)N3CCCC(O)C3)no2)cn1 (stereo unspecified),0,0,-3,-3,-1,-1,10,x
CC(=O)c1sc(NC(=O)CCS(=O)(=O)c2ccc(C)cc2)nc1C,-17,-6,-4,5,2,85*,14,5
CN1CCC(OC(c2ccccc2)c2ccc(Cl)cc2)C1 (stereo unspecified),0,5,-3,-9,9,28,14,-4
COCC(=O)N(C)C[C@H]1Oc2ncc(C#C[C@@H](C)O)cc2C(=O)N([C@H](C)CO)C[C@@H]1C,-8,5,2,10,-3,x,-21,-7
COc1ccc(CCN(C)C(=O)c2ccc(S(=O)(=O)Nc3ccccc3C)cc2)cc1OC,2,x,x,x,-6,-7,-10,x
CSC1=NCCN1C(=O)c1cccc(Br)c1,x,-2,3,-4,x,-2,x,x
O=C(C[C@H]1CC[C@H](NC(=O)c2ccc(F)cc2)[C@@H](CO)O1)NCCc1ccncc1,50,x,2,5,0,-8,0,-5
COc1ccc(NC(=O)CSC(C)c2nc3ccccc3c(=O)[nH]2)cc1 (stereo unspecified),-3,4,-4,2,2,13,7,-6
CN(C1CCCCC1)S(=O)(=O)c1ccc(C(=O)Nc2sc3c(c2C(N)=O)CC(C)(C)NC3(C)C)cc1,1,-5,1,-11,-4,17,28,27
COC(=O)c1ccc(C2C(C#N)=C(N)Oc3cc(O)ccc32)cc1 (stereo unspecified),0,-19,-19,-17,-1,22,-1,11

Next part
canonical_smiles,S100A4 inh HTS,FN deposit inh,PglD inh,PGC1a acetyl inh,ERAP1 HTS inh,PAX8 inh HTS,LGR2 inh,EWS-Fli inh
O=C(C[C@H]1C=C[C@H](NC(=O)Nc2ccccc2)[C@H](CO)O1)NCc1cccc(F)c1,-2,x,4,-14,-5,-22,-18,-11
Cc1cc(=O)[nH]c(N/N=C/c2cccs2)n1,x,-4,-14,9,x,-18,-12,x
O=C(O)c1cnccn1,-5,2,6,-12,-3,-26,-3,1
C=CCNC(=O)/C(C#N)=C/c1ccc(OS(=O)(=O)c2ccc(C)cc2)c(OC)c1,-3,-4,x,x,-1,-21,13,2
COCc1cn(CC[C@H]2CC[C@H](NC(=O)Cc3cccnc3)[C@H](CO)O2)nn1,2,4,0,-5,2,0,11,1
CN(C)C(=O)c1ccc(-c2ccc3c(c2)[C@@H]2[C@@H](CCN2C(=O)c2ccccn2)[C@@H](CO)N3C)cc1,x,-3,0,-5,x,3,16,-2
COCCNC(=O)C[C@H]1CC[C@H]2[C@@H](COC[C@H](O)CN2C(=O)c2cc(Cl)cc(Cl)c2)O1,0,-2,5,-1,-1,-31,8,9
Cc1ccccc1S(=O)(=O)N1[C@H](C#N)[C@H](c2ccc(C#CC3CCCCC3)cc2)[C@@H]1CO,1,-1,-2,0,-3,56,-2,1
O=C(NCCc1ccncc1)[C@H]1[C@H](CO)[C@H]2Cn3c(ccc(-c4cccc(F)c4)c3=O)[C@@H]1N2,-4,x,-1,x,0,1,-6,5
COc1ccc(C(=O)NNC(=O)C2CC=CCC2)cc1 (stereo unspecified),-10,1,5,7,-2,-29,0,-66
O=C(O)c1cn[nH]c1-n1cnnn1,x,-3,-1,8,x,-2,x,x
CCOC(=O)C1CCCN(C(=O)c2cn(C)c(=O)c3cc(OC)c(OC)cc23)C1 (stereo unspecified),x,-5,-4,-2,x,7,x,x
O=C(Cn1nc(-c2ccccc2)ccc1=O)NCCCN1CCOCC1,28,3,-7,3,-3,17,14,6

Compound activity as filed in PubChem BioAssay.
